# NOD1 inhibition = inhibition of NOD1-driven NF-kB reporter – cell-based, luminescence, uHTS, primary screen (AID 1578); one-dose inhibition, % at 4 µM; EC50 in µM for titrated hits; actives 1% (n = 290,000); NOD1-driven NF-kB luciferase reporter cells, luminescence; higher % means a stronger effect; in the data active = inhibition mostly above about 36%, no sharp cut-off; inactive = mostly below about 34%;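 also: HEK-293T reporter cells stimulated with the NOD1 agonist gamma-tri-DAP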
# KOR beta-arrestin-1 = kappa opioid receptor activators – cell-based, luminescence, uHTS, primary screen (AID 1777) | one-dose activation, % at 10 µM; EC50 in µM for titrated hits | actives 0.02% (n = 280,000) | KOR beta-arrestin recruitment, luminescence; higher % means a stronger effect; in the data active = activation above about 50%, passing the limit was not always enough; also: a part of the inactive calls stands beside numbers as strong as those of hits
# HEK293 NOD2/NF-kB = inhibition of NOD2-driven NF-kB reporter – cell-based, luminescence, uHTS, HEK293 (AID 1566) | HEK293 NOD2/NF-kB luciferase reporter, luminescence; higher % means a stronger effect | inhibition, % at 4 µM, or EC50 in µM where a hit was titrated | actives 0.63% (n = 290,000); also: many of its hits are not listed in these tables
# KOR beta-arrestin-2 = KOR antagonists, beta-arrestin recruitment, cell-based, luminescence, uHTS (AID 1778); one-dose inhibition, % at 10 µM; IC50 in µM for titrated hits; KOR beta-arrestin recruitment, luminescence, antagonist mode; higher % means a stronger effect; actives 0.091% (n = 290,000); also: strong numbers were not always called active
# GPR55 activation = selective activators of receptor GPR55 – imaging, U2OS cells, beta-arrestin-GFP redistribution, primary screen (AID 1961). activation, % at 10 µM; hits with a dose series show EC50 in µM. actives 0.048% (n = 290,000). U2OS GPR55 beta-arrestin-GFP redistribution imaging; higher % means a stronger effect;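 active = activation above 40% with more than 50 cells counted in the well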;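 also: U2OS osteosarcoma cells stably expressing GPR55 and beta-arrestin-GFP; plate controls were DMSO negative control for no effect and LPI positive control for full effect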
# GPR55 antagonists = GPR55 antagonists blocking LPI-driven arrestin recruitment, primary screen, imaging, U2OS, beta-arrestin-GFP, LPI agonist (AID 2013); U2OS GPR55 beta-arrestin-GFP translocation imaging, LPI antagonism; higher % means a stronger effect; inhibition, % at 10 µM; hits with a dose series show IC50 in µM; actives 0.13% (n = 290,000);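 active = spots per cell inhibited over 60%, with over 100 cells counted and total cytoplasm intensity under 500,000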;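 also: U2OS cells stably carrying GPR55 and arrestin-GFP stimulated by 5 µM LPI near EC80; imaged beta-arrestin-GFP aggregate spots per cell after agonist stimulation; plate controls were LPI-stimulated DMSO wells for no effect and DMSO wells without LPI for full effect; some results filed as inactive read as strong as hits; confirmed hits need IC50 under 10 µM and bright autofluorescent wells are also inconclusive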
# GPR35 antagonists = GPR35 antagonists blocking zaprinast-driven arrestin recruitment, primary screen, imaging, U2OS, beta-arrestin-GFP, zaprinast agonist (AID 2058); U2OS GPR35 beta-arrestin-GFP translocation imaging, zaprinast antagonism; higher % means a stronger effect; inhibition, % at 10 µM, or IC50 in µM where a hit was titrated; actives 0.052% (n = 290,000);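 active = inhibition of at least 50% with at least 30 cells and total cytoplasm GFP at most 10,000,000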
# HIV peptide binding = cell-free HIV fusion peptide-binding blockers – biochemical, uHTS, fluorescence dequenching, primary screen (AID 1986). cell-free peptide binding, fluorescence dequenching, 30 min; higher % means a stronger effect. one-dose inhibition, % at 20 µM; IC50 in µM for titrated hits. actives 0.3% (n = 290,000); in the data active = inhibition mostly above about 52%, no sharp cut-off; inactive = mostly below about 76%; also: some results filed as inactive read as strong as hits
# Myeloid diff MLP = myeloid differentiation induction; ER-HoxA9 myeloid progenitors, lysozyme-GFP differentiation, flow cytometry; calls only at 10 µM; actives 1% (n = 360,000);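 active = normalized GFP-positive differentiation at or above the plate's own cutoff, the solvent-only control mean plus 3 SD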;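 also: cells exposed to compound for four days before flow analysis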
# Myeloid diff MLP GFP+ MAC1+ % = second read-out of Myeloid diff MLP, no call of its own (marks repeat the call); GFP+ MAC1+ double positive, %; measured here: differentiation confirmed by MAC1 staining
# * hit, by the source's call; i = inactive; . = not tested or not shown; & = joins results of further samples; [ ] = dose if it differs, or a comment. Rule as the data show it, unless noted: active = inhibition above about 50%; inactive = the rest. Not all compounds are listed; count on the stated rates, not on these rows.
SMILES,NOD1 inhibition,KOR beta-arrestin-1,HEK293 NOD2/NF-kB,KOR beta-arrestin-2,GPR55 activation,GPR55 antagonists,GPR35 antagonists,HIV peptide binding,Myeloid diff MLP,Myeloid diff MLP GFP+ MAC1+ %
COC(=O)c1ccc(C(=O)OC)c(NC(=S)N2CCC(C)CC2)c1,-26%,6.8%,5%,-6%,0.1%,-17%,1%,1.1%,i,0.5
CCOC(=O)CNC(=O)c1ccc2[nH]c3c(c2c1)CCCC3,4%,-1.2%,14%,14%,0.3%,-6%,-1%,-1.2%,i,1.3
c1ccc2c(CSCc3nc4ccccc4[nH]3)cccc2c1,26%,-0.2%,9%,5%,-2.3%,14%,-16%,-0.7%,i,0.5
COc1ccc(CC(NC(C)=O)C(=O)NC2CCN(c3c4c(nc5ncnn35)CCC4)CC2)cc1OC (centres undefined),-11%,3.1%,2%,10%,0.4%,-7%,-13%,-0.9%,.,.
C/C(=N\O)c1sc(-c2ccccc2)nc1C,-49%,-2.7%,-70%,-9%,-0.3%,-5%,-7%,-1.6%,i,0.5
Cc1cccc(C)c1OCCOCCN1CCN(C)CC1,-8%,4.5%,10%,-7%,-0.2%,2%,-32%,-0.9%,i,1.1&0.7
N#C/C(=C\c1cn(CC(=O)O)c2ccccc12)C(=O)NCc1ccccc1,-12%,-6.6%,-7%,-25%,-0.1%,-8%,11%,2.0%,i,0.6
CC(=O)OCC(=O)[C@@]1(O)[C@H](C)C[C@H]2[C@@H]3CCC4=CC(=O)C=C[C@]4(C)[C@@]3(F)[C@@H](O)C[C@@]21C,19%,2.8%,33%,-37%,-0.2%,2%,-2%,0.0%,i,14
COc1ccc(-c2[nH]nc3oc(=O)c(CCO)c(C)c23)cc1,-35%,1.6%,-6%,-4%,0.1%,4%,-12%,-1.4%,i,0.3
CCCNC(=O)c1noc2c1CCc1ccccc1-2,-29%,0.0%,-70%,-28%,-0.1%,-6%,-16%,3.5%,i,1.5
O=C(c1ccc(COc2ccc(F)cc2)o1)n1cc(Br)cn1,-36%,-2.6%,12%,-28%,-0.3%,11%,4%,13%,i,0.4
Oc1ccccc1C1NN=C(c2ccccc2)S1 (centres undefined),-14%,7.8%,-148%,-49%[20 µM],0.8%,13%,3%,2.9%,i,0.3
CCOC(=O)c1c(NC(=O)CS(=O)(=O)c2cn(CC)c3ccccc23)sc2c1CCCC2,-2%,0.4%,0%,-13%,0.2%,3%,-11%,-0.2%,i,4.2
COc1ccc(CNC(=O)C2CCN(S(=O)(=O)c3ccc(-c4nn[nH]n4)cc3)CC2)cc1,-4%,1.7%,12%,7%,-0.1%,8%,2%,1.4%,i,0.7
CC(=O)Oc1ccc(-c2ccc(C(=O)Nc3cccc(S(=O)(=O)N4CCOCC4)c3)cc2)cc1,-25%,0.5%,19%,8%,-0.4%,-1%,-8%,-0.4%,i,0.9
N/C(=N\OC(=O)CCC1CCCC1)c1ccccn1,-33%,0.7%,-43%,25%,-0.3%,9%,-12%,1.5%,i,0.3
CSc1ccccc1C(=O)Nc1cccc(N(C)S(C)(=O)=O)c1,-8%,1.1%,1%,-4%,-0.1%,6%,10%,-2.4%,i,0.5
NC(=O)c1cccc(CS(=O)(=O)c2ccc(Cl)cc2)c1,1%,5.0%,20%,8%,-0.2%,-2%,10%,0.6%,i,1.0
CC(=O)Nc1ccc(S(=O)(=O)Nc2nnc(C3CCCCC3)s2)cc1,-18%,7.6%,-24%,-37%,-0.1%,-3%,5%,5.1%,i,1.3
COc1ccccc1NC(=O)COc1ccc(C(=O)OCC(=O)NC(C)(C)C)cc1OC,5%,4.7%,7%,-26%,-0.7%,-8%,-6%,-0.7%,i,0.7

# Reprinted from the part before: three compounds, then new ones.
SMILES,NOD1 inhibition,KOR beta-arrestin-1,HEK293 NOD2/NF-kB,KOR beta-arrestin-2,GPR55 activation,GPR55 antagonists,GPR35 antagonists,HIV peptide binding,Myeloid diff MLP,Myeloid diff MLP GFP+ MAC1+ %
NC(=O)c1cccc(CS(=O)(=O)c2ccc(Cl)cc2)c1,1%,5.0%,20%,8%,-0.2%,-2%,10%,0.6%,i,1.0
CC(=O)Nc1ccc(S(=O)(=O)Nc2nnc(C3CCCCC3)s2)cc1,-18%,7.6%,-24%,-37%,-0.1%,-3%,5%,5.1%,i,1.3
COc1ccccc1NC(=O)COc1ccc(C(=O)OCC(=O)NC(C)(C)C)cc1OC,5%,4.7%,7%,-26%,-0.7%,-8%,-6%,-0.7%,i,0.7
CCOC(=O)CNC(=O)CSc1nnc(Cn2c(=O)sc3ccccc32)n1-c1ccccc1C,10%,4.8%,14%,-6%,0.0%,6%,-1%,-3.8%,i,3.6
Cc1cc(/C=C2\SC(=O)NC2=O)c(C)n1-c1ccc(N2CCOCC2)cc1,-6%,1.1%,-25%,-7%,1.5%,-10%,-8%,-0.9%,i,1.3
CN1CCC(NC(=O)Cc2c(F)cccc2Cl)CC1,-13%,2.0%,1%,7%,-0.2%,-2%,1%,-0.1%,i,1.0
CCOC(=O)C1CCC(CNCc2ccccc2C)CC1 (centres undefined),-18%,-0.6%,10%,20%,-0.1%,3%,7%,0.9%,i,0.3
CCSc1nnc(NC(=O)c2nc(-c3ccccc3)n(-c3ccccc3)n2)s1,-15%,6.3%,3%,-37%,-0.2%,0%,-5%,2.0%,i,1.0
CC(C)Cn1c(C23CC4CC(CC(C4)C2)C3)n[nH]c1=S,8%,-0.8%,0%,-15%[20 µM],-0.4%,6%,-12%,-1.5%,i,0.4
Cc1ccc(-c2nc(CS(=O)CC(=O)NCc3ccccn3)c(C)o2)cc1 (centres undefined),-14%,2.8%,0%,4%,0.3%,-4%,4%,-2.7%,i,1.3
C/C=C\C=C\C(=O)N1CC2(CC(c3cccc(NC(=O)CC)c3)=NO2)C[C@H]1C(N)=O (some centres undefined),-10%,5.2%,17%,0%,-0.1%,-4%,-12%,4.4%,i,0.4
O=C(N/N=C/c1oc(O)c2ccccc12)c1ccccc1,-37%,-0.7%,2%,2%,0.7%,13%,5%,-0.8%,i,0.3
COc1ccccc1Cc1nnnn1CC(=O)O,-20%,0.1%,1%,-26%,0.1%,10%,0%,0.3%,i,0.2
CC(=O)c1ccc(N2CCN(c3ccnc4cc(Cl)ccc34)CC2)cc1,.,-4.2%,.,-18%,-0.1%,9%,15%,-0.7%,i,0.3
COc1cc(SC#N)ccc1N=Cc1c(C)[nH]n(-c2ccc(Cl)cc2)c1=O,-18%,20%,3%,-97%,-0.1%,0%,-14%,-1.9%,i,1.0
O=C(Nc1ccc(Cl)c(Cl)c1)Nc1cc(C(=O)NC2CC2)ccc1Cl,-20%,21%,-2%,-27%,-0.2%,12%,-1%,-0.2%,.,.
CCCCCOC(=O)c1ccc(N2C(=O)C3C4C=CC(C4)C3C2=O)cc1 (centres undefined),3%,3.0%,18%,-32%,0.9%,-1%,-15%,-1.7%,i,4.2
CC(=O)NC(C)C(=O)OCc1ccc(Cl)cc1Cl (centres undefined),0%,0.2%,1%,-10%,0.2%,-12%,-2%,-0.3%,i,0.8
COc1ccc(N(CC(=O)NCc2ccco2)C(=O)CCC(=O)Nc2nccs2)cc1,-20%,-1.3%,-4%,-20%,-0.3%,9%,-6%,1.2%,i,3.2
N#CCCSCc1ccc(C(=O)O)o1,-6%,-3.2%,1%,36%,-0.1%,95%,3%,1.5%,i,2.1
Cc1ccccc1OCC(=O)Nc1ccc(S(=O)(=O)Nc2ccccn2)cc1,1%,-5.7%,16%,-8%,0.2%,3%,-8%,1.5%,i,1.0
CN(C)/C=N/C(=S)Nc1ccccc1,-24%,-5.0%,-34%,15%[20 µM],-0.1%,-6%,2%,-1.0%,i,0.8
COc1ccc(CC(=O)OCC(=O)c2ccc(OC)cc2)cc1,-28%,1.9%,2%,-27%,0.1%,-3%,-18%,5.4%,i,0.7
COc1cc(C(=O)OCC(=O)c2cc(C)n(C)c2C)cc(OC)c1OC,24%,11%,1%,-43%,0.2%,-15%,16%,-1.7%,i,0.0
CCOc1ccc(NC(=O)C2CCCN(S(=O)(=O)c3ccc4c(c3)CC(C)N4C(C)=O)C2)cc1 (centres undefined),-4%,-1.2%,4%,-8%,0.3%,6%,15%,-2.2%,i,3.5
Brc1ccc(OCCCN2CCOCC2)cc1,4%,1.5%,-12%,-24%,-0.1%,5%,8%,-0.9%,i,0.8
CCOC(=O)c1nc(C)c(C(C)=O)s1,-4%,-2.0%,-6%,29%,-0.1%,-4%,20%,-1.1%,i,0.7
Cc1c(OCc2ccc([N+](=O)[O-])cc2)ccc2c3c(c(=O)oc12)CCC3,-28%,30%,-40%,-21%,-0.2%,10%,-2%,0.4%,.,.
O=C(COc1ccccc1)Nc1nnc(-c2ccc(Cl)s2)o1,-4%,6.9%,2%,1%,0.7%,9%,-2%,1.6%,i,2.2
CCOc1ccc(NC(=O)CC2C(=O)N(c3ccccc3)C(=O)N2Cc2ccccn2)cc1 (centres undefined),-32%,-4.8%,-28%,4%,0.2%,10%,-13%,-1.6%,i,0.2
COc1cc(/C=C(\C#N)c2ccccn2)cc(OC)c1O,-8%,-5.1%,-57%,19%,-0.1%,-9%,-2%,2.4%,i,0.3
CCCCn1c(-c2c(Cl)c(C)nn2C)n[nH]c1=S,-6%,-2.3%,18%,15%,0.1%,10%,4%,1.9%,i,0.1
Clc1ccccc1CSc1nncn1NC/C=C/c1ccccc1,-8%,-6.4%,8%,-22%,0.0%,8%,10%,-1.9%,i,0.4
O=C(O)C1CCCCN1S(=O)(=O)c1ccc(Cl)s1 (centres undefined),12%,6.2%,6%,-20%,-0.1%,3%,5%,-0.2%,i,2.5
COc1cccc(-c2nc(CC(=O)O)cs2)c1OC,-29%,-1.4%,6%,6%,-0.1%,9%,8%,-1.3%,i,0.7
CCCCNC(=O)NS(=O)(=O)c1ccc(NC(=O)C(NC(N)=O)C(C)CC)cc1 (centres undefined),-8%,-2.2%,1%,23%,-1.9%,9%,-2%,2.8%,i,0.3
COc1c(N2CCN(C(=S)NCc3ccccc3)C(C)C2)c(F)cc2c(=O)c(C(=O)O)cn(C3CC3)c12 (centres undefined),33%,-2.5%,49%,0%,-0.2%,-10%,-11%,0.5%,i,1.0
COc1ccc(NS(=O)(=O)c2ccc3oc(SC)nc3c2)cc1,-3%,-3.3%,42%,8%,-0.1%,16%,7%,2.3%,i,1.6
Cc1ccccc1-c1nnn(CC(=O)Nc2ccc3c(c2)OCO3)n1,-42%,-6.0%,-44%,-20%,0.3%,4%,-16%,-0.2%,i,0.4
CC(=O)Nc1cc(C)c2nc(NC(C)=O)sc2c1,5%,-1.3%,-34%,25%,-0.1%,0%,-1%,-0.9%,i,0.6
